Source: PubChem
LANA DNA inh: blocks KSHV LANA C-terminal domain binding to DNA | MBP-C-LANA/FAM-LBS DNA binding, fluorescence polarization | 340,000 tested, 0.078% active | inhibition, % at 9 µM;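 active = highest replicate inhibition at or above 60% at 9 µM, even if other replicates fall short; inactive = all replicates below 60% inhibition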;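 note: 0% = neutral control wells and 100% = 4 µM acridine orange control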
Arrestin-AP2 inh: human beta-arrestin and AP2 interaction inhibition; FITC-arrestin peptide / GST-AP2 beads, flow cytometry; AP2 beta2 appendage carries R879A mutation; inhibition, % at 10 µM; 340,000 tested, 0.31% active; AID 504490;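 active = inhibition above a set limit, near 3 SD of compounds lacking own fluorescence, cut at about 54% in these data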;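 note: plate controls were DMSO wells for no effect and 5 µM unlabelled arrestin peptide for full effect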
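Material – GST-tagged AP2 beta2-adaptin appendage (R879A) on 4 µm glutathione beads · Probe or stimulus – fluorescein-tagged arrestin peptide at 50 nM final · Timing – 12 min plus 1 h, RT · Detection – bead flow cytometry, FITC channel · Read-out basis – inhibition as reduced fluorescein signal on beads, percent · Medium – PBS plus Tween 20 (0.05%) and BSA (0.1%)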
SR-BI DiI inh: mouse SR-BI HDL lipid transfer inhibition; ldlA[mSR-BI] CHO cells, DiI-HDL uptake fluorescence, 3 h; inhibition, % at 12.5 µM; 320,000 tested, 0.96% active; AID 488896;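 active = mean replicate inhibition of at least 70% and a set share of replicates each scoring 70 or more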;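 note: 0% = median of neutral control wells and 100% = median of positive control wells; values of inactives mirror those of a sister screen read the other way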
PKA-R2B activ: activators of human PKA-R2B complex | P22694+P31323 | 340,000 tested, 0.079% active | PKA-R2B holoenzyme dissociation, Cy5-IP20 fluorescence polarization; R2B truncated from residue 108, S112A mutant; 0% DMSO only, 100% 113 µM cGMP | activation, % at 11.4 µM | AID 504700;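 active = activation above a cutoff set at the mean over all compounds plus 3 SD, cut at about 18% in these data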;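 note: higher means more holoenzyme dissociation and a rise in polarization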
Target sequence (P31323 whole entry, looked up, other chains not shown, the tested form may be a part): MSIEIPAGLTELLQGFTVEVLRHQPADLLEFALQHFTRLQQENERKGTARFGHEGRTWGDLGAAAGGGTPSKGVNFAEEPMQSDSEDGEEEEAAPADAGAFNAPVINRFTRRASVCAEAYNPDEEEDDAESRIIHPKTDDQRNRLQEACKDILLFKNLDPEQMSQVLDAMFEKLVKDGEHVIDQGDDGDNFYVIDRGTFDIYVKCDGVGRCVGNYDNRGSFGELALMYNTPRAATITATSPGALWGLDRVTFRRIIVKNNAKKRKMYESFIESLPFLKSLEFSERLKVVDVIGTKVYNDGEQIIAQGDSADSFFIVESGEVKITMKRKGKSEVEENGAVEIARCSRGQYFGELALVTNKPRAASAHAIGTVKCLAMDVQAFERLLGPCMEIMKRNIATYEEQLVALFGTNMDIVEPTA
SR-BI uptake up: activators of SR-BI mediated HDL lipid uptake | CHO ldlA[mSR-BI] cells, DiI-HDL uptake fluorescence, 3 h; 100 = double the neutral-control signal | activation, % at 12.5 µM | 320,000 tested, 0.096% active;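 active = mean replicate activation of at least 60% and every replicate at or above 60%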;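 note: 0% = median plate neutral-control signal and 100% = twice that signal; values of inactives mirror those of a sister screen read the other way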
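Test system: SR-BI-overexpressing, LDLR-lacking CHO cells; Also added: labelled HDL, 10 µg/mL; Measured by: bottom-read cell fluorescence after medium removal, ex 550/em 595 nm; Timing: 3 h uptake period with compound, 37 °C; Buffer or medium: F12, 0.5% BSA, 25 mM HEPES; Doses: single compound concentration, delivered by pin transfer.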
PvdQ acylase: blocks Pseudomonas aeruginosa PvdQ acylase activity; inhibition, % at 10 µM; 340,000 tested, 0.063% active; purified PvdQ acylase, fluorescence plate reader; in the data active = inhibition above about 30%, passing the limit was not always enough;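 note: 0% = vehicle neutral wells and 100% = reference inhibitor wells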
Keap1-Nrf2 PPI: disrupts human Keap1 binding to Nrf2 peptide | 340,000 tested, 0.15% active | Keap1 Kelch-Nrf2 peptide fluorescence polarization, 1536-well | inhibition, % at 9.4 µM; in the data active = inhibition above about 12%;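 note: human Keap1 Kelch domain with fluorescein labeled Nrf2 9mer peptide probe; 0% = neutral control wells and 100% = peptide positive control; higher means more block of Keap1 binding to Nrf2 peptide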
Cardiac RTF inh: cardiac RTF calcium desensitization | P19429+P45379 | IANBD-labeled cardiac RTF, Ca2+ fluorescence | inhibition, % at 7.15 µM | 340,000 tested, 0.12% active | AID 493244;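 active = inhibition above the mean inhibition of all tested compounds plus 3 SD, cut at about 17% in these data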;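 note: assay run at fixed EC70 calcium of 1.6 mM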
NSD2 HMT inh: blocks human histone methyltransferase NSD2; O96028; NSD2 peptide methylation, AlphaScreen, 120 min; inhibition, % at 12.5 µM; AID 743445; 310,000 tested, 0.54% active; in the data active = inhibition above about 50%
DAGLB inh: diacylglycerol lipase beta (human) inhibition; 340,000 tested, 0.059% active; HEK293T DAGLB membrane lysate, EnzChek fluorogenic substrate; inhibition, % at 5.17 µM; Q8NCG7; in the data active = inhibition above about 34%;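 note: 0% = enzyme with vehicle and 100% = wells lacking enzyme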
Target sequence (Q8NCG7 whole entry, looked up): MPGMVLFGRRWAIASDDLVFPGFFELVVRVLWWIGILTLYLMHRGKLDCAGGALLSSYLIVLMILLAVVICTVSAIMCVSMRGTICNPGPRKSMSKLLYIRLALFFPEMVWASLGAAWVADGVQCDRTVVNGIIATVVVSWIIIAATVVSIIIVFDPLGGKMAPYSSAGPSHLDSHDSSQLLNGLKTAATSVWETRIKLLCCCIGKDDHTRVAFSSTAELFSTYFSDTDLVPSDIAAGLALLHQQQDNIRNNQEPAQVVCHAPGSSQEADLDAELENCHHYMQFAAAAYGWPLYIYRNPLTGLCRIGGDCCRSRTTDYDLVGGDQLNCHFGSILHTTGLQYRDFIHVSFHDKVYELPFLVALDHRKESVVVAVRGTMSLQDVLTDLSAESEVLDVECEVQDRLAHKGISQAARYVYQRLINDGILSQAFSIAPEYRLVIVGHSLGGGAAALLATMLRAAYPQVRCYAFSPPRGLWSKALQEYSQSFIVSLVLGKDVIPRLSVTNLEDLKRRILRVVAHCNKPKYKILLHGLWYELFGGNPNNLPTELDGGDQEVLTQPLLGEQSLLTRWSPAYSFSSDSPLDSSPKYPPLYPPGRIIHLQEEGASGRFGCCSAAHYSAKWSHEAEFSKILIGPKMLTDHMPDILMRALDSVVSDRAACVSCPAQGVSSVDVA
* = called active by the depositor; . = no result given.

Order of results: LANA DNA inh	Arrestin-AP2 inh	SR-BI DiI inh	PKA-R2B activ	SR-BI uptake up	PvdQ acylase	Keap1-Nrf2 PPI	Cardiac RTF inh	NSD2 HMT inh	DAGLB inh
- Cc1ccc2c(c1)sc1nc(=O)n(-c3cccc(Cl)c3)c(=O)n12
 : -0.1	-3	7	1	-7	-13	-2	-3	2	-3
- CCSc1nnc(NC(=O)CSc2nc3c(c(=O)n2C)SC(C)C3)s1 (centres undefined)
 : 1.4	7	-8	-10	8	1	6	-9	0	4
- Cc1cc(C)nc(NC2=NCC(=O)N2c2cccc(Cl)c2)n1
 : 1.8	15	-27	-2	27	-3	2	0	4	2
- CCSc1nc2c(c(=O)[nH]1)C(c1ccc(C)cc1)C1=C(CCCC1=O)N2 (centres undefined)
 : 0.0	12	-28	-5	28	-14	-5	3	-7	-1
- Cc1ccccc1OCC(=O)OCC(=O)c1cc(C)n(C2CC2)c1C
 : -0.2	5	.	0	.	-9	-5	-9	6	-7
- COc1ccc2nc(SCC(=O)NCc3ccccc3)[nH]c2c1
 : 2.2	5	-8	-1	8	4	-2	-3	-2	-1
- O=C(COC(=O)c1ccc2c(c1)OCCO2)NCc1ccccc1Cl
 : -2.7	-6	14	-2	-14	-15	-3	5	-4	-3
- O=C(NCCSCc1ccccc1)c1cc(S(=O)(=O)N2CCOCC2)ccc1F
 : -1.3	18	9	-2	-9	8	0	-3	0	2
- CCc1noc(C)c1C(=O)N1CCCC(C(=O)c2ccc(OC)c(F)c2)C1 (centres undefined)
 : 0.1	35	-15	2	15	7	3	-2	-5	-3
- CC(Sc1nnc(NC2CC2)s1)C(=O)Nc1ccc(N2CCOCC2)cc1 (centres undefined)
 : .	-14	-16	3	16	-10	.	-6	0	1
- Cc1cccc(Cc2nnc(CCC(=O)N(C)Cc3ccncc3C)o2)c1
 : -0.3	5	-25	-3	25	-14	-2	-5	0	2
- O=C(Cn1cnc([N+](=O)[O-])n1)N/N=C/c1ccccc1O
 : -0.9	-6	-12	6	12	-10	4	13	-3	-2
- Cc1cc(C(=O)NN=Cc2c(C)[nH]c3ccccc23)c(C)o1
 : 0.6	30	11	-8	-11	-3	-1	-12	-2	2
- COc1ccc(C)cc1NC(=O)c1nn(C)c(C(=O)Nc2cc(C)ccc2OC)c1[N+](=O)[O-]
 : 5.4	31	35	-7	-35	2	3	2	-1	-1
- COc1ccc(-n2c(CN3CCN(c4ccccn4)CC3)nc3ccc([N+](=O)[O-])cc3c2=O)c(OC)c1
 : -1.7	-11	.	-5	.	-13	-3	-13	.	-1
- CC(C)CN(C(=O)COC(=O)CSc1ccc(Br)cc1)C1CCS(=O)(=O)C1 (centres undefined)
 : 1.2	4	-3	-5	3	8	-3	-1	16	0
- COc1ccc(N(CC(=O)NC2CCCC2)C(=O)Cn2nnc(-c3ccc(C)o3)n2)cc1
 : -0.8	25	.	2	.	-7	4	1	-3	1
- O=[N+]([O-])c1ccc(-c2cn(-c3ccc(Cl)cc3)c(=S)[nH]2)cc1
 : 0.2	9	24	-3	-24	-2	-8	-36	-1	5
- O=S(=O)(NCCO)c1cccc2cccnc12
 : -0.6	4	-2	-9	2	-7	-1	0	.	2
- COc1ccccc1/C=N/NC(=O)c1ccc(N(C)S(=O)(=O)c2ccccc2)cc1
 : -0.8	.	84*	8	-84	-11	-7	-12	-3	-5
- COc1ccc(C=Nc2cccnc2N)cc1
 : 14	2	18	13	-18	-10	23*	-101	3	-8
- CCCN(CCC)CCCNC(=O)CC1Nc2ccccc2NC1=O (centres undefined)
 : 1.5	7	-28	-2	28	-3	1	7	-2	1
- O=S(=O)(c1ccc(NC(=S)NCc2cccnc2)cc1)N1CCCCC1
 : -1.3	-2	-1	-11	1	3	-4	-9	1	0
- COc1ccc(-n2c(SCC(=O)Nc3cc(C)on3)nc3c(c2=O)SCC3)cc1OC
 : 0.1	-4	-20	-4	20	-8	-5	-2	.	0
- Cc1ccc(CN(CC(=O)NC2CCCCC2)C(=O)c2csnn2)cc1
 : 0.6	14	-9	9	9	-14	-4	-3	2	-2
- CCn1c(SCC(=O)N2CCCc3ccccc32)nnc1-c1ccco1
 : -0.9	11	-24	5	24	-1	4	-3	2	0
- O=C1CC[C@H](O)CCN1[C@H](CSc1ccc(Br)cc1)Cc1ccccc1
 : 0.5	0	-5	-4	5	8	1	-13	.	1
- CC(Oc1ccc2c3c(c(=O)oc2c1)CCC3)C(=O)NCc1ccccn1 (centres undefined)
 : 0.7	-11	-5	0	5	-3	3	-6	4	-2
- CC(=O)c1ccc(NC(=S)N2c3ccccc3CC2C)cc1 (centres undefined)
 : 0.7	-11	49	2	-49	-6	1	-1	6	-1
- COc1ccc(C(=O)Oc2ccc(C(C)=O)cc2)c(OC)c1
 : 0.7	2	-16	2	16	-9	3	-8	-2	0

Going on with the list:
Order of results: LANA DNA inh	Arrestin-AP2 inh	SR-BI DiI inh	PKA-R2B activ	SR-BI uptake up	PvdQ acylase	Keap1-Nrf2 PPI	Cardiac RTF inh	NSD2 HMT inh	DAGLB inh
- Cc1ccc(-n2c(C)c([N+](=O)[O-])c3ccc(O)c(CN(C)C)c32)cc1
 : -3.4	19	43	0	-43	-4	1	-2	5	0
- O=C1C2C3C=CC(C4CC34)C2C(=O)N1CCCCN1CCN(c2ccc(F)cc2)CC1 (centres undefined)
 : -1.0	13	4	10	-4	-3	2	-8	4	-1
- COc1cccc(CNC(=O)CCC2CCCN(C3CCOCC3)C2)c1 (centres undefined)
 : 0.6	3	0	1	0	-7	1	-6	-3	4
- COc1ccc(NC(=S)NC(=NS(=O)(=O)c2ccc(Cl)cc2)c2ccccc2)cc1
 : 0.2	26	-6	7	6	-8	-2	-7	3	-3
- CC(=O)N1CCN(C(=O)CCc2cc(C(C)(C)C)c(O)c(C(C)(C)C)c2)CC1
 : -0.7	32	1	-10	-1	16	-1	0	.	-1
- COC(=O)N/N=C\c1cccc(OC(=O)c2cccs2)c1
 : 1.0	29	1	.	-1	1	3	.	3	.
- COc1ccc(CC(=O)NC(C)c2ccc3ccccc3c2)cc1 (centres undefined)
 : -0.9	22	-4	-1	4	3	-8	4	6	-4
- CCCN(CCC)C(=O)CSc1nc2n[nH]c(C)c2c(=N)n1-c1ccc(OCC)cc1
 : -0.2	8	18	4	-18	2	-1	1	.	-2
- CC(=O)C1(O)C(C)CC2C3CC=C4CC(O)CCC4(C)C3CCC21C (centres undefined)
 : 1.9	1	-12	3	12	-14	-6	-1	-4	1
- CCCSc1nc2c(cnn2-c2ccc(F)cc2)c(=O)[nH]1
 : 0.6	-8	-12	8	12	-4	0	-8	.	0
- COc1ccccc1C(=O)O/N=C1/CCCc2c1ccc(OC)c2[N+](=O)[O-]
 : -1.1	50	52	2	-52	2	6	0	-1	-2
- COc1ccccc1CC1(C)NC(=O)N(CC(=O)N2CCc3ccccc3C2)C1=O (centres undefined)
 : 1.2	1	8	3	-8	6	-1	-7	19	0
- CCCC1Cc2c(sc3nc(SC)nc(N)c23)CO1 (centres undefined)
 : 0.1	4	22	4	-22	-13	-2	-1	5	-7
- CNC(=O)N(O)C1N(C)C(=O)N(CC(=O)OC)C1(C)C (centres undefined)
 : -0.9	-5	-22	7	22	10	-3	5	-3	-2
- CCC(=O)Oc1ccc(C(CC)C(CC)c2ccc(OC(=O)CC)cc2)cc1 (centres undefined)
 : 0.4	27	7	-5	-7	10	3	-1	.	-1
- COc1cccc(-n2c(SCC(=O)c3c[nH]c4ccccc34)nc3ccccc3c2=O)c1
 : 2.3	105*	16	-5	-16	13	-1	-7	-1	-2
- COc1cc(OC)cc(C(=O)N2c3ccc(F)cc3CCC2C)c1 (centres undefined)
 : -1.6	-8	34	-10	-34	-13	-5	3	-1	-3
- O=C(/C=N/O)Nc1cccnc1
 : -0.3	9	-20	2	20	-20	-1	-11	-7	2
- CC(=O)Nc1ccc(NC(=O)c2ccc(Cl)c(S(=O)(=O)N3CCc4ccccc43)c2)cc1
 : 2.7	8	41	7	-41	-15	-2	-3	7	-1
- O=C(NCC1CCCO1)c1ccc2c(c1)N(Cc1ccccc1)C(=O)CS2 (centres undefined)
 : 1.4	21	9	-2	-9	-6	1	-1	-8	-2
- Cc1ccccc1CC(=O)NCc1cccnc1
 : 0.9	6	22	7	-22	-15	-5	-2	0	-1
- Nc1cc(Cl)ccc1C(=O)OCC(=O)NC1CCS(=O)(=O)C1 (centres undefined)
 : 0.7	2	1	0	-1	-22	-4	-6	0	-3
- O=C(CN1CCN(c2ccccc2Cl)CC1)NC1CCCc2ccccc21 (centres undefined)
 : 0.6	2	-19	-13	19	-12	-5	-12	1	-11
- O=C(c1ccccc1)c1c[nH]c2ccccc12
 : 0.4	-14	-20	-8	20	-8	-1	1	-2	-1
- Cc1cc(C)c2ccc(C(=O)O)nc2c1O
 : 0.2	5	-8	5	8	-6	-2	-9	7	1
- O=C(CCc1ccc(S(=O)(=O)N2CCOCC2)cc1)Nc1ccc(F)c(F)c1F
 : -2.1	7	0	-3	0	-9	1	-4	-1	2
- CCOC(=O)C(C)On1c(-n2nc(C)cc2C)nc2ccccc2c1=O (centres undefined)
 : 0.1	23	-13	-6	13	-9	3	-12	-2	1
- COc1ccc(OC)c(-c2cc(C(=O)Nc3cccc(Cl)c3)no2)c1
 : 0.6	-6	94*	-14	-94	-2	-2	-3	2	-3
- CSc1ccccc1NC(=O)COC(=O)Cc1ccsc1
 : 0.7	1	-27	-2	27	-15	-1	-2	0	-4
- COc1cc(NC(=S)NCc2cccnc2)c(OC)cc1Cl
 : -2.0	.	0	8	0	3	1	-3	-1	0

Reprinted at random: two records from the list
Order of results: LANA DNA inh	Arrestin-AP2 inh	SR-BI DiI inh	PKA-R2B activ	SR-BI uptake up	PvdQ acylase	Keap1-Nrf2 PPI	Cardiac RTF inh	NSD2 HMT inh	DAGLB inh
- COc1ccc(OC)c(-c2cc(C(=O)Nc3cccc(Cl)c3)no2)c1
 : 0.6	-6	94*	-14	-94	-2	-2	-3	2	-3
- COc1cc(NC(=S)NCc2cccnc2)c(OC)cc1Cl
 : -2.0	.	0	8	0	3	1	-3	-1	0

(cont.)
Order of results: LANA DNA inh	Arrestin-AP2 inh	SR-BI DiI inh	PKA-R2B activ	SR-BI uptake up	PvdQ acylase	Keap1-Nrf2 PPI	Cardiac RTF inh	NSD2 HMT inh	DAGLB inh
- O=C(C1CC(=O)N(c2ccc3c(c2)OCCO3)C1)N1CCCC(C(F)(F)F)C1 (centres undefined)
 : 1.6	-5	2	3	-2	-11	-2	-2	0	3
- CN1CCN(c2nc3c(c(=O)n(C)c(=O)n3C)n2Cc2ccccc2F)CC1
 : 1.3	24	5	-3	-5	6	1	4	14	-1
- Cc1cc(C)nc(NC(=O)c2ccc(Cl)cc2Cl)n1
 : 0.5	-18	-8	-8	8	-3	2	-4	0	-2
- Cc1ccccc1NS(=O)(=O)CCCCC(Cl)(Cl)Cl
 : -0.3	0	-4	-10	4	-6	-1	6	-3	-5
